Compound activity deposited in PubChem BioAssay by several laboratories.
Neddyl block – inhibitors of human cullin neddylation; TR-FRET cullin neddylation, biochemical; calls only at 25 µM; 360,000 compounds, 0.58% hits; AID 651699; in the data active = inhibition above about 36%
bovine MsrA act – bovine methionine sulfoxide reductase A activation; 360,000 compounds, 0.3% hits; activation, % at 10.6 µM; purified bovine MsrA, absorbance read-out; AID 602163; in the data active = activation above about 7.5%;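 also: 0% = vehicle and 100% = reference activator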
FAS TE block – inhibitors of human fatty acid synthase thioesterase domain; P49327; recombinant FAS-TE, OMFH fluorogenic substrate, fluorescence endpoint; inhibition, % at 15 µM; 360,000 compounds, 0.67% hits; AID 602261;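 active = compounds whose normalised, plate-corrected inhibition of enzyme fluorescence in the single-dose primary screen is 50% or more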;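 also: 0% = DMSO with enzyme and 100% = substrate without enzyme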
MT1-MMP act inh – MT1-MMP (human) activation inhibition | P50281 | HT1080 RFP-PRO-GFP cells, GFP/RFP ratio fluorescence, overnight; percent of plate control window, DMSO zero | GFP/RFP ratio change, % at 20 µM | 360,000 compounds, 0.061% hits;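 active = GFP/RFP ratio change of at least 30% with cell ATP level not reduced by more than half and red fluorescence within 50% of control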; also: strong numbers were not always called active
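Assay system: HT1080 RFP-PRO-GFP cells. Benchmarks: DMSO vehicle wells and RFP-L50D-GFP reporter cell wells. Times: overnight cell settling, then overnight compound exposure, 37 °C, 5% CO2. Compound: 20 µM single dose, 1% DMSO. Read-out basis: GFP/RFP fluorescence ratio.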
MsrA inhibitor – bovine MsrA inhibition; 360,000 compounds, 0.75% hits; purified bovine MsrA, absorbance read-out; AID 651718; inhibition, % at 15.5 µM; in the data active = inhibition above about 4.5%;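 also: 0% = vehicle wells with enzyme and 100% = reference inhibitor wells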
Rin1 Abl inh – blocks binding of human Rin1 to Abl; 360,000 compounds, 0.4% hits; inhibition, % at 7.35 µM; P00519+Q13671; TR-FRET Rin1/Abl binding, biochemical; in the data active = inhibition above about 5%, passing the limit was not always enough
CendR NRP1 mod – NRP-1/CendR interaction modulation; O14786; FAM-RPARPAR peptide binding to NRP-1, fluorescence polarization; inhibition, % at 25 µM; 360,000 compounds, 0.85% hits;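 active = inhibition or corrected inhibition above about 18%, plus a signal ratio from 0.5 to 1.5, limit read from the data, passing the limit was not always enough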; also: strong numbers were not always called active
SKN-1 inh – C. elegans SKN-1 inhibition. C. elegans VP596 Pgst-4::GFP/RFP ratio, acrylamide-induced, 24 h. inhibition, % at 21.8 µM. 360,000 compounds, 0.49% hits;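 active = interference check ratio from 0.5 to 1.5 plus GFP to RFP signal ratio inhibition reaching or exceeding a fixed threshold, cut at about 30% in these data, passing the limit was not always enough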; also: some compounds called inactive have numbers as strong as hits
E coli Lon inh – E. coli protease La inhibition. purified E. coli Lon protease, fluorescence polarization. inhibition, % at 7.94 µM. P0A9M0. 360,000 compounds, 0.42% hits; in the data active = inhibition above about 13%, passing the limit was not always enough;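 also: 0% = enzyme with probe and DMSO and 100% = no enzyme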
Starred values were filed as active, the others as inactive; i = inactive; . = not tested or not shown; + = active, no number.

Compound	Neddyl block	bovine MsrA act	FAS TE block	MT1-MMP act inh	MsrA inhibitor	Rin1 Abl inh	CendR NRP1 mod	SKN-1 inh	E coli Lon inh
CCOc1ccc(Cl)cc1S(=O)(=O)N1CCC(C(=O)NCc2cccnc2)CC1	i	-1	-1	0	-2.4	2	8	10	-15
COc1ccccc1N1CCN(C(=O)CCNS(=O)(=O)c2ccc3c(c2)CCC(=O)N3)CC1	i	-1	-7	4	-0.6	-2	6	4	11
COc1ccc(Cl)cc1Nc1nc2ccc(C)cc2n2cnnc12	i	-4	4	4	-0.1	-2	-23	14	-44
Cc1noc(C)c1CSCC(=O)N(C)CC(=O)Nc1ccc(Cl)c(Cl)c1	i	-3	18	-2	-1.3	0	-19	10	-10
CN(C)c1ccc(Nc2cc(Cl)ncn2)cc1	i	-4	-5	0	0.9	-2	6	-1	-9
COc1ccc(COc2cc(-c3cccc(OC)c3)nc3ccc(NC(C)=O)cc23)cc1	i	-2	-14	8	1.0	-2	27*	7	0
COc1ccc([C@H]2[C@@H](C#N)[C@H](C#N)N3CCCN23)cc1	i	2	-4	-3	-1.1	-3	7	14	1
Cc1ccc(SCC(=O)NCCN2C(=O)CSC2=O)cc1C	i	-4	-3	-6	-0.7	1	9	12	0
COC(=O)[C@]12CCCCC=C1N(Cc1ccco1)C(=O)[C@H](CC(=O)NCc1cccc3ccccc13)C2	i	-8	9	-2	0.8	.	-2	-19	-1
COC(=O)c1cc(NC(=O)C2COc3ccccc3O2)cc(C(=O)OC)c1 (centres undefined)	i	-9	14	0	-1.0	1	3	-6	1
COc1cccc(CC(=O)OCC(=O)NC2(C#N)CCCCC2)c1	i	2	-7	1	1.1	-3	3	-14	-5
CC(C)CNC(=O)c1cccc(NC(=O)CCc2ccccc2)c1	i	-9	-6	1	0.2	2	-19	5	0
C=C(C)C(=O)Nc1ccc2nn(-c3ccccc3O)nc2c1	i	-4	7	2	1.7	0	5	-3	1
Cc1ccc2c(c1)N(C(=O)CCC(=O)NCCCN1CCOCC1)CC(C)O2 (centres undefined)	i	-1	-5	-2	-0.6	0	11	-4	6
COCCNC(=O)c1cc2nc(-c3ccccc3)cc(C)n2n1	.	-9	-9	0	-0.4	0	-23	3	2
Cc1cc(C)cc(NC(=S)Nc2ccc(Cl)c(Cl)c2)c1	i	-1	25	3	0.3	4	11	13	1
CCOC(=O)CSc1nc(N2CCOCC2)c2c(c1C#N)CC(C)(C)OC2	.	-2	-2	-2	0.3	2	2	4	-5
CCOc1ccc(N2CSC3=C(C#N)C(c4ccco4)CC(=O)N3C2)cc1 (centres undefined)	i	-4	-5	2	3.1	4	-1	-3	-4
CC(=O)Nc1cccc(NC(=O)Nc2ccc(C(C)=O)cc2)c1	i	-1	-4	2	1.3	0	2	-3	1
COC(=O)c1cccc(S(=O)(=O)N(Cc2ccco2)Cc2cc3cc(OC)ccc3[nH]c2=O)c1	i	-6	3	-8	0.9	0	-8	-1	1
C/C(=N\NC(=O)C(O)c1ccccc1)c1ccc(Cl)s1 (centres undefined)	i	-1	-4	-1	1.3	-6	8	2	-4
OC(COCc1ccccc1)CN1CCN(c2ccccc2F)CC1 (centres undefined)	i	-4	-5	1	1.1	1	-5	12	-1
O=C(CN1C2=NCCN2c2ccccc21)c1ccc2c(c1)OCO2	i	0	-7	-4	-0.5	2	-6	3	-9
COc1ccc(S(=O)(=O)N2CCC(Cc3ccccc3)CC2)cc1NC(C)=O	i	-2	-4	1	-0.6	-2	-8	0	-4
NS(=O)(=O)c1ccc(CNC(=O)c2ccc3c(=O)n4c(nc3c2)CCC4)cc1	i	-2	-6	-2	-0.2	0	-5	-2	-16
Cc1cc(OC(C)C(=O)NC2CCN(Cc3ccccc3)CC2)c2c(C)cc(=O)oc2c1 (centres undefined)	.	-1	7	5	.	-4	3	4	1
COc1ccc(NC(=O)CS(=O)(=O)c2cn(CC(=O)N(C(C)C)C(C)C)c3ccccc23)c(OC)c1	i	-7	-1	-3	0.0	-1	12	-10	-6
O=C(Cn1cccc1C(=O)c1ccccc1)NCc1ccc2c(c1)OCO2	i	-1	-3	-1	-0.1	0	16	-8	0
O=C(CN1C(=O)NC(c2ccc(F)cc2)C1=O)NC1CCCCC1 (centres undefined)	i	-3	-7	0	.	-1	21	-12	-4
O=C(NCc1ccc(F)cc1)Nc1cccc([N+](=O)[O-])c1	i	-3	46	4	-0.1	-2	13	2	1
Cc1cc(C)n2nc(SCC(=O)N(CCC#N)c3ccccc3F)nc2n1	i	0	-11	-3	0.2	4	-4	5	-7
O=C(CSc1nc(=O)n2ccccc2n1)N1N=C(c2cccs2)CC1c1ccc(F)cc1 (centres undefined)	i	-2	34	-11	3.2	-5	-2	25	4
CC(C)OC(=O)C(C)Oc1ccc(C(=O)NCCc2ccccc2)cc1 (centres undefined)	i	-5	-7	0	-1.1	2	5	-13	1
Cc1ccc2nc(SCC(=O)O)nc(C)c2c1	i	-14	-5	9	0.9	7	6	-9	-5
COc1ccc(C(=O)CCc2ccccc2)cc1	i	-2	8	1	1.3	-2	12	2	0
CCOC(=O)C1=C(C)N=C2SC(C(=O)OC)=CC(=O)N2C1c1cccc(OC)c1 (centres undefined)	i	-1	9	7	1.1	1	-4	3	-2
Cc1ccc(NC(=O)CSc2ccc(-c3ccco3)nn2)cc1	i	-5	-2	2	0.7	-3	8	4	3
COCCNC(=O)CN1C(=O)CSc2ncccc21	i	-2	-6	-1	1.5	2	4	17	1
CN1CCN(c2ccccc2NC(=O)c2ccc(N3CCCC3)c([N+](=O)[O-])c2)CC1	i	-4	3	1	0.7	-13	2	-5	-4
CC(NC=C1C(=O)OC(C)(C)OC1=O)C(=O)O (centres undefined)	i	-4	-7	-1	0.4	-5	2	-1	-5
CC(=O)N1CCN(C(=O)CCCNC(=O)c2ccc(Cl)cc2)CC1	i	-4	-3	-1	-0.7	2	9	17	-8
Cc1ccc(OCCOCCN2CCN(C)CC2)c(C(C)(C)C)c1	i	-5	-4	1	-0.5	4	2	5	3
CC(C)COC(=O)N1CCCCC1c1cc(C(=O)N2CCOCC2)no1 (centres undefined)	i	-5	-5	2	0.9	-1	1	21	-1
O=C(O)c1nn(CCOc2ccc(Cl)cc2Cl)c(=O)c2ccccc12	i	-3	2	-2	-0.5	-1	-6	33	4
O=C(CSc1nncs1)NCCCc1ccccc1	i	-2	0	5	1.1	2	5	-4	-5
CCOc1ccccc1CN1CCN(CCCc2ccccc2)CC1CCO (centres undefined)	i	-4	-3	-3	-2.3	5	14	-4	1
Cc1ccc(S(=O)(=O)N2CCC(NC(=O)c3cccc(C)c3)CC2)cc1	i	4	-2	3	2.1	-4	0	-7	-2
Cc1ccccc1NS(=O)(=O)c1ccc(OCC(=O)NCC2CCCO2)cc1 (centres undefined)	i	1	0	1	-0.7	4	24	9	-1
O=c1cc(Nc2cccc(Br)c2)[nH]c(=O)[nH]1	i	-13	-5	-1	-0.5	5	16	12	0
CC(C)OCC(O)CSc1ccccn1 (centres undefined)	i	-10	-5	4	-1.0	-4	-3	-15	-4

(more compounds)
Compound	Neddyl block	bovine MsrA act	FAS TE block	MT1-MMP act inh	MsrA inhibitor	Rin1 Abl inh	CendR NRP1 mod	SKN-1 inh	E coli Lon inh
Cc1ccc(NC(=O)CN(C)S(=O)(=O)c2ccc3c(c2)n(C)c(=O)c(=O)n3C)c(C)c1	i	-4	4	-2	-0.2	-7	5	-1	0
COC(=O)c1ccc(NC(=O)CSc2nc3ncccc3[nH]2)cc1	i	-2	-4	3	0.1	-1	3	4	2
COc1cccc(NC(=O)CN(C)C(=O)Cc2c(C)nc3ccccc3c2C)c1	i	-1	-4	-9	-0.3	2	-24	1	-11
CN(C)CCCn1c2c3ccccc3ccc2c2oc(=O)c3ccccc3c21	i	2	1	-49	-0.3	-10	100	6	+
O=C(NCCCN1CCOCC1)c1cn(-c2ccccc2)nc1-c1ccc(F)cc1	i	-3	0	-1	0.0	5	10	-5	1
CC(C)c1cc(C(=O)NC2CCCCC2)no1	i	-2	-7	7	-0.9	-3	-3	-3	0
COc1ccccc1/C=N/NC(=O)NC12CC3CC(CC(C3)C1)C2	i	-1	14	1	-0.7	-1	5	12	1
CC(C)=CCN1CCN(Cc2nc(C(C)C)cs2)CC1CCO (centres undefined)	i	-10	-7	12	-1.0	4	2	-17	4
CCOC(=O)N1CCC(N(CCN(C)C)C(=S)Nc2cccc(SC)c2)CC1	i	-4	2	6	-1.3	2	-10	-14	-2
CC(=O)c1cccc(NC(=O)c2cc3ccccn3n2)c1	i	-4	-2	3	0.9	0	3	6	-11
CC1Cc2nc(SCC(=O)N3CCCCC3)n(C)c(=O)c2S1 (centres undefined)	i	-2	-10	0	1.3	1	-6	-17	-2
C=CCN(CC=C)C(=O)c1ccc(OC2CCN(Cc3ccccn3)CC2)cc1	i	-3	-8	5	0.0	-5	12	-3	-3
COc1cc(C(=O)N/N=C/c2coc3ccccc3c2=O)cc(OC)c1OC	i	-1	20	-4	0.4	-3	-45	-19	4
O=C(NCCCN1CCN(CCCNC(=O)c2ccccc2F)CC1)c1ccccc1F	i	3	-2	2	0.1	4	4	7	-2
C[C@H](CO)N1C[C@H](C)[C@H](CN(C)C(=O)Nc2cccc3ccccc23)OCc2cnnn2CCCC1=O	i	-6	-10	4	2.6	2	1	0	-1
O=C(CCCn1c(=O)[nH]c2ccccc2c1=O)NCCSCc1ccccc1	i	-1	2	3	0.9	-1	14	8	9
CCOc1ccc(NS(=O)(=O)c2ccc(C(=O)NCCCN3CCOCC3)cc2)cc1	i	-2	-2	2	-1.1	-5	0	17	-5
Cc1cc(NC(=O)CCC(=O)N(CCC(C)C)C(C(=O)NC2CCCC2)c2ccccc2C)no1 (centres undefined)	i	1	8	-8	-1.0	-1	-10	21	6
Cc1cccc(N(C)S(=O)(=O)c2ccc(-c3cnc(C4CC4)o3)cc2)c1	i	-2	27	11	-0.3	-4	-8	14	0
O=C(NNS(=O)(=O)c1ccccc1[N+](=O)[O-])c1ccc(O)cc1	i	-6	-9	1	-0.3	-2	-11	-12	-4
O=C1NC(Cc2ccccc2)c2nc3ccc(Br)cc3c(=O)n2-c2cc3ccccc3cc21 (centres undefined)	i	-3	85*	-7	1.3	0	-14	3	-10
CC(=O)c1c(C)nn(C(=O)N2CCOCC2)c1C	i	-1	-6	0	0.8	-2	2	-20	-2
COc1ccc(NC(=O)CCCCC#Cc2ccccc2)cc1	i	-2	14	-2	0.1	5	0	-17	0
O=C(/C=C/c1ccccc1Cl)NNC(=O)c1cccs1	i	-8	-7	0	-0.6	-1	-6	1	-7
O=C(c1ccccc1)c1ccccc1N/C=C/c1nnnn1-c1ccccc1	i	-2	24	-2	3.0	1	4	30	-2
CCc1ccc2oc(C(=O)Nc3nonc3CC)c(C)c2c1	i	-2	-1	1	-1.1	-3	10	14	1

Whole records from above. Order of values: Neddyl block | bovine MsrA act | FAS TE block | MT1-MMP act inh | MsrA inhibitor | Rin1 Abl inh | CendR NRP1 mod | SKN-1 inh | E coli Lon inh
`O=C(O)c1nn(CCOc2ccc(Cl)cc2Cl)c(=O)c2ccccc12` across the screens: i | -3 | 2 | -2 | -0.5 | -1 | -6 | 33 | 4
`CCc1ccc2oc(C(=O)Nc3nonc3CC)c(C)c2c1` across the screens: i | -2 | -1 | 1 | -1.1 | -3 | 10 | 14 | 1
